TrxR1 substrate: is turned over as a substrate by rat TrxR1; purified TrxR1 substrate turnover, NADPH consumption readout; AID 588456; hit rate 0.01% among 390,000; O89049; Potency, µM (series often up to 114 µM), inactives show at the top dose activity change, negative = substrate turnover; further: potency means the concentration at half of the fitted maximal effect; on the % scale 0 is the no-effect control and ±100 the full control effect; nearly all actives have a fitted effect of over 50% in size
Target sequence (O89049 whole entry, looked up): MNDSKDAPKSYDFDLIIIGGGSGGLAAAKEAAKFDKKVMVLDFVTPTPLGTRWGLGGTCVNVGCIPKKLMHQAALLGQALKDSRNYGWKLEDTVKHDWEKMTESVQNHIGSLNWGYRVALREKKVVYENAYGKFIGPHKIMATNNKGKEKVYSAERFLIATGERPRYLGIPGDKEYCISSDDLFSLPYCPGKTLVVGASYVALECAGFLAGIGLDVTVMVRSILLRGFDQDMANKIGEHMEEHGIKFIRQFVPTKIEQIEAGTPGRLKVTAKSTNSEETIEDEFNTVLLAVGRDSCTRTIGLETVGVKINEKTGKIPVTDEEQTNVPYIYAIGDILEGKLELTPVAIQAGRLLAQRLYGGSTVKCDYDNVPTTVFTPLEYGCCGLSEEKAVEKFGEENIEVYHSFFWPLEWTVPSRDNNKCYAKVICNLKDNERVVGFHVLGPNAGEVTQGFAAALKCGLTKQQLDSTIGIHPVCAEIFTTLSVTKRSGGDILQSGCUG
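Rat TrxR1, dispensed at 90 nM, was prereduced with 400 uM NADPH (final) for 5 min at ~22 deg C, then incubated with compound 15 min before 400 uM selenite. A first-read NADPH fluorescence drop versus no-compound background flagged substrates.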
TrxR1 inh: inhibitors of rat thioredoxin reductase 1 | hit rate 1% among 390,000 | Potency, µM (titrated, usually from 114 µM), inactives show top-dose activity change, negative = inhibition, actives largely listed as inhibitors | recombinant rTrxR1, NADPH fluorescence consumption, selenite substrate; further: potency means the concentration at half of the fitted maximal effect; on the % scale 0 is the no-effect control and ±100 the full control effect; nearly all actives have a fitted effect of over 65% in size
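Rat TrxR1 (90 nM in the dispensed reagent) was pre-reduced with 400 uM NADPH for 5 min at room temperature, then incubated with compound for 15 min. After 400 uM selenite was added, NADPH fluorescence (Ex 340/Em 450 nm) was followed for 8 min.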
D2 antag: antagonizes the human D2 dopamine receptor | HEK293 TREx D2 cells, calcium flux, dopamine EC80 | hit rate 2% among 340,000 | P14416 | AID 485344 | inhibition, % at 10 µM; in the data active means inhibition above about 30%; further: 0% is about no effect
Target sequence (P14416 whole entry, looked up): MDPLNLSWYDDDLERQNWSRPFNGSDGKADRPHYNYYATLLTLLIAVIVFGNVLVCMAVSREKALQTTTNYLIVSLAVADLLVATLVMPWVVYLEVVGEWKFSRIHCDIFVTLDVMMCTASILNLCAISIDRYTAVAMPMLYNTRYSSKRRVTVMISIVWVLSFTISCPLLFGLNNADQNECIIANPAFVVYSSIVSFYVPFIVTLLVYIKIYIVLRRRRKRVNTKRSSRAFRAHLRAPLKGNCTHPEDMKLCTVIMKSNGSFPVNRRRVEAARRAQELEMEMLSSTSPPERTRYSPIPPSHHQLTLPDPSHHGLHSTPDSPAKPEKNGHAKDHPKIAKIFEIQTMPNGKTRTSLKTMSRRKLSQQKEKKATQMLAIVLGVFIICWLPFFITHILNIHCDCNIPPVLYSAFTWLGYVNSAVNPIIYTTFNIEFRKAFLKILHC
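Tetracycline-induced HEK293 TREx cells expressing D2 receptor forced-coupled to calcium signalling, loaded with no-wash calcium dye. Compounds added and calcium flux read 180 s, then dopamine added at EC80 and read a further 180 s.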
mIDH1 inhibitor: inhibitors of human mutant IDH1 R132H. O75874. IDH1-R132H enzyme, NADPH consumption, diaphorase/resazurin fluorescence. Potency, µM (top dose mostly 76.6 µM), without a hit: at the top dose activity change, negative = inhibition, hits mostly inhibitors. hit rate 0.093% among 390,000; further: potency means the concentration at half of the fitted maximal effect; on the % scale 0 is the no-effect control and ±100 the full control effect; nearly all actives have a fitted effect of over 65% in size
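IDH1-R132H (0.5 ug/mL) preincubated 30 min with compound, then NADPH (0.016 mM) and alpha-KG (2 mM) added; 80 min at RT, pH 7.5. Remaining NADPH coupled via diaphorase/resazurin to fluorescence (540/590 nm); concentration-response curves normalized to no-enzyme control.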
D2 ag: D2 dopamine receptor (human) agonism; hit rate 0.53% among 340,000; HEK293 T-REx D2 cells, calcium flux agonist mode; activation, % at 2 µM; P14416;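 active means activation over 3 SD above normal in the single-dose calcium agonist read, cut at about 30% in these data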; further: 0% is about no effect
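Agonism is scored from calcium flux in a force-coupled, inducible HEK293 cell line expressing D2, read kinetically for 180 s after compound addition against dopamine controls.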
PI4K2A block: PI4K2A (human) kinase inhibition; purified PI4K2A, ADP-Glo luminescence, 1 h; stronger effect = lower value; Q9BTU6; hit rate 0.13% among 420,000; activity change, negative = inhibition, % at 76.9 µM; AID 1346378; in the data active means activity change below about -50%; inconclusive means mostly about -30% to -49%;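 further: -100% = wells without enzyme as full effect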
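Compounds are screened against recombinant PI4K2A using PI as substrate and ATP, the latter dispensed at 300 microM. Reactions run one hour at ambient temperature before ADP-Glo detection; full inhibition defined by wells lacking enzyme.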
TRHR agonist: TRH receptor (human) agonism. activation, % at 2 µM. hit rate 0.18% among 360,000. P34981. TRHR cells, calcium flux fluo-8, FDSS agonist mode. AID 493084; in the data active means activation above about 30%; further: 0% is about no effect
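TRHR-expressing cells loaded with fluo-8 calcium dye; 23 nL library compound pin-transferred, kinetic FDSS fluorescence (Ex 480/Em 530) recorded about 180 s for agonist-induced calcium release, before a 10 nM TRH EC20 addition for potentiator mode.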
USP1-UAF1 inh: blocks the human USP1/UAF1 deubiquitinase complex | O94782 | recombinant USP1/UAF1, Ub-Rhodamine cleavage fluorescence | Potency, µM (doses to about 57.1 µM), for the others: top-dose activity change, negative = inhibition, most hits filed as inhibitors | hit rate 0.23% among 390,000; further: potency means the concentration at half of the fitted maximal effect; on the % scale 0 is the no-effect control and ±100 the full control effect; nearly all actives have a fitted effect of over 60% in size; inactives centre near -12
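High-throughput fluorogenic screen: 1nM USP1/UAF1 complex, Ub-Rho substrate 150nM final, 50mM HEPES pH 7.8 with 0.5mM EDTA, 0.1 mg/ml BSA, 1mM TCEP and 0.01% Tween-20.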
TRHR enhancer: allosteric enhancers of human TRH receptor | AID 493056 | P34981 | TRHR cells, fluo-8 calcium fluorescence, EC20 TRH enhancement | hit rate 0.66% among 360,000 | enhancement, % at 2 µM; in the data active means enhancement above about 30%; further: 0% is about no effect
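TRHR-expressing cells loaded with fluo-8 calcium dye were read kinetically (ex 480/em 530) during compound addition, then stimulated with an EC20 of TRH (10 nM final). Enhancement of the Gq-mediated intracellular calcium response was scored.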
An asterisk follows results filed as active; & = joins results of further samples; [ ] = another dose, or the depositor's remark. Unless noted, the call rests on the fitted dose curve; in most records, active means well fitted inhibition curve with a large enough effect; inconclusive means small, poorly fitted or top-dose-only effect; inactive means no such curve, though single readings can be large or run the other way.

`O=c1cc2ncc(-c3[nH]ncc3[N+](=O)[O-])cn2[nH]1` gave TrxR1 substrate -11%, TrxR1 inh -19%, D2 antag -2, mIDH1 inhibitor -1%, D2 ag -2.3, PI4K2A block 0, TRHR agonist -1.3, USP1-UAF1 inh -6% and TRHR enhancer -13.
`CCN(CC)C(=O)OCc1c(-c2ccccc2)ncc2ccccc12` gave TrxR1 substrate -6%, TrxR1 inh -1%, D2 antag 15, mIDH1 inhibitor 4%, D2 ag -0.8, PI4K2A block 6, TRHR agonist -0.8, USP1-UAF1 inh inconclusive and TRHR enhancer 0.
For COc1ccc(-n2nc(C(=O)NCC(=O)NC(C)C)c3ccccc3c2=O)c(OC)c1 the results were TrxR1 substrate 9%[57.1 µM], TrxR1 inh 15%[57.1 µM], D2 antag 23, mIDH1 inhibitor -3%, D2 ag -1.1, PI4K2A block 0, TRHR agonist 0.5, USP1-UAF1 inh -2% and TRHR enhancer 0.
For CCOC(=O)CSc1nc(-c2ccccc2)nc2ccc(F)cc12 the results were TrxR1 substrate 0%, TrxR1 inh 7%, D2 antag -1, mIDH1 inhibitor 2%, D2 ag 0.7, PI4K2A block -11, TRHR agonist 0.0, USP1-UAF1 inh -4% and TRHR enhancer -4.
`Cc1ccc(C)c(C(=O)CCC(=O)OCn2nnc3ccccc3c2=O)c1` gave TrxR1 substrate -4%, TrxR1 inh 0%, D2 antag -1, mIDH1 inhibitor -16%, D2 ag 0.7, PI4K2A block -1, TRHR agonist -1.1, USP1-UAF1 inh -1% and TRHR enhancer -1.
CN(C)C(CNC(=O)C1CCN(S(=O)(=O)c2ccccc2)CC1)c1ccccc1 (stereo unspecified) was read as TrxR1 substrate -10%, TrxR1 inh -19%, D2 antag 14, mIDH1 inhibitor -3%, D2 ag 0.5, PI4K2A block 6, TRHR agonist 0.7, USP1-UAF1 inh -4% and TRHR enhancer 2.
For Cc1ccc(O)c(C2=NNC(c3ccc(Cl)cc3)C2)c1 (stereo unspecified) the results were TrxR1 substrate -2%, TrxR1 inh -19%, D2 antag 2, mIDH1 inhibitor -12%, D2 ag -0.1, PI4K2A block -9, TRHR agonist -0.7, USP1-UAF1 inh -11% and TRHR enhancer -14.
Screening O=C(COc1ccccc1[N+](=O)[O-])NCC1(N2CCCCC2)CCCCC1 returned TrxR1 substrate 3%, TrxR1 inh 21%, D2 antag -5, mIDH1 inhibitor 6%, D2 ag 0.1, PI4K2A block -2, TRHR agonist 0.4, USP1-UAF1 inh -8% and TRHR enhancer -7.
Nc1ncnc2nc(SCCOc3ccc(Cl)cc3)[nH]c12 was read as TrxR1 substrate -14%, TrxR1 inh -14%, D2 antag -6, mIDH1 inhibitor 2%, D2 ag -0.5, PI4K2A block -1, TRHR agonist -0.1, USP1-UAF1 inh -16% and TRHR enhancer 3.
`CN1CCCN(S(=O)(=O)c2ccc3ccccc3c2)CC1` gave TrxR1 substrate 7%, TrxR1 inh inconclusive, D2 antag -12, mIDH1 inhibitor 20%, D2 ag 0.7, PI4K2A block -3, TRHR agonist 0.6, USP1-UAF1 inh -17% and TRHR enhancer -3.
`COc1cc(CNc2ccc(NC(C)=O)cc2)ccc1OCc1ccccc1C` gave TrxR1 substrate 6%, TrxR1 inh 23%, D2 antag -4, mIDH1 inhibitor 7%, D2 ag 2.9, PI4K2A block 0, TRHR agonist -0.6, USP1-UAF1 inh -20% and TRHR enhancer -2.
COc1cc(SC)ccc1C(=O)N1CCN(c2ccccc2OC)CC1 was read as TrxR1 substrate -1%, TrxR1 inh 11%, D2 antag -11, mIDH1 inhibitor 7%, D2 ag 0.2, PI4K2A block 2, TRHR agonist 0.0, USP1-UAF1 inh -9% and TRHR enhancer 6.
For Cc1cccc(-n2cnc3c(c2=O)c2nc4ccccc4nc2n3Cc2ccco2)c1 the results were TrxR1 substrate 18%[57.1 µM], TrxR1 inh inconclusive, D2 antag 8, mIDH1 inhibitor 5%, D2 ag -0.7, PI4K2A block -10, TRHR agonist -0.3, USP1-UAF1 inh -21% and TRHR enhancer 0.
`COc1ccc(OCCOCCOc2ccc(C)cc2[N+](=O)[O-])cc1` gave TrxR1 substrate -11%, TrxR1 inh -10%, D2 antag -7, mIDH1 inhibitor 2%, D2 ag 0.2, PI4K2A block 0, TRHR agonist -0.1, USP1-UAF1 inh -11% and TRHR enhancer -1.
CCOc1ccccc1NC(=O)C1CCCN1S(=O)(=O)c1ccccc1C(F)(F)F (stereo unspecified) was read as TrxR1 substrate -4%, TrxR1 inh 6%, D2 antag 7, mIDH1 inhibitor 0%, D2 ag -0.6, PI4K2A block 1, TRHR agonist -0.4, USP1-UAF1 inh -22% and TRHR enhancer 1.

Arranged by heavy-atom count (lowest first): some entries from above
Nc1ncnc2nc(SCCOc3ccc(Cl)cc3)[nH]c12 was read as TrxR1 substrate -14%, TrxR1 inh -14%, D2 antag -6, mIDH1 inhibitor 2%, D2 ag -0.5, PI4K2A block -1, TRHR agonist -0.1, USP1-UAF1 inh -16% and TRHR enhancer 3.
`CCN(CC)C(=O)OCc1c(-c2ccccc2)ncc2ccccc12` gave TrxR1 substrate -6%, TrxR1 inh -1%, D2 antag 15, mIDH1 inhibitor 4%, D2 ag -0.8, PI4K2A block 6, TRHR agonist -0.8, USP1-UAF1 inh inconclusive and TRHR enhancer 0.
`Cc1ccc(C)c(C(=O)CCC(=O)OCn2nnc3ccccc3c2=O)c1` gave TrxR1 substrate -4%, TrxR1 inh 0%, D2 antag -1, mIDH1 inhibitor -16%, D2 ag 0.7, PI4K2A block -1, TRHR agonist -1.1, USP1-UAF1 inh -1% and TRHR enhancer -1.

Next part:
CCOC(=O)c1c(C)nc(SCC(N)=O)c(C#N)c1-c1ccccc1 was read as TrxR1 substrate -1%, TrxR1 inh -6%, D2 antag 5, mIDH1 inhibitor 7%, D2 ag 25, PI4K2A block -3, TRHR agonist -0.3, USP1-UAF1 inh -17% and TRHR enhancer -16.
For COc1ccc(-c2noc(N3CCN(c4ccc(C)cc4)C(C)C3)n2)cc1OC (stereo unspecified) the results were TrxR1 substrate -3%, TrxR1 inh 23%, mIDH1 inhibitor -2%, D2 ag -0.4, PI4K2A block 0, TRHR agonist 0.3, USP1-UAF1 inh inconclusive and TRHR enhancer -6.
COc1ccc(C(=O)N/C(=C\c2cc(OC)c(OC)cc2[N+](=O)[O-])C(=O)NCCO)cc1 was read as TrxR1 substrate 1%[57.1 µM], TrxR1 inh 10%[57.1 µM], D2 antag 39*, mIDH1 inhibitor 7%, D2 ag 1.2, PI4K2A block -1, TRHR agonist 2.0, USP1-UAF1 inh -11% and TRHR enhancer 0.
`CN(CCOc1ccc(Cl)cc1)c1ccc(S(=O)(=O)N2CCCCC2)cn1` gave TrxR1 substrate 12%, TrxR1 inh 11%, D2 antag -1, mIDH1 inhibitor 1%, D2 ag -0.6, PI4K2A block 3, TRHR agonist -0.3, USP1-UAF1 inh -23% and TRHR enhancer 7.
`COc1ccc(-n2c(CCC(=O)O)ccc2-c2ccc(F)cc2)c(OC)c1` gave TrxR1 substrate 2%, TrxR1 inh 6%, D2 antag 7, mIDH1 inhibitor -15%, D2 ag 0.0, PI4K2A block 7, TRHR agonist 0.4, USP1-UAF1 inh -22% and TRHR enhancer 11.
Screening CC(C)(C)c1ccc(C(=O)NCCC(=O)Nc2ccc3c(c2)OCCO3)cc1 returned TrxR1 substrate -4%, TrxR1 inh 0%, D2 antag -8, mIDH1 inhibitor 12%, D2 ag -0.2, PI4K2A block 5, TRHR agonist -0.1, USP1-UAF1 inh -22% and TRHR enhancer -3.
`CCOC(=O)c1c(C)[nH]c(C(=O)CSc2nnc(-c3cccs3)n2Cc2ccccc2)c1C` gave TrxR1 substrate -7%, TrxR1 inh -4%, D2 antag 9, mIDH1 inhibitor -2%, D2 ag -0.4, PI4K2A block 0, TRHR agonist 0.1, USP1-UAF1 inh -18% and TRHR enhancer -3.
COC(=O)c1ccc(N=Cc2c(C(F)(F)F)[nH][nH]c2=O)cc1 was read as TrxR1 substrate 1%[57.1 µM], TrxR1 inh 5%[57.1 µM], D2 antag -24, mIDH1 inhibitor -6%, D2 ag -1.4, PI4K2A block 1, TRHR agonist 0.5, USP1-UAF1 inh -9% and TRHR enhancer -3.
For COc1cccc(CNC(=O)CCC(=O)N2Cc3cccc(OC)c3Oc3ncccc32)c1OC the results were TrxR1 substrate 9%&-4%, TrxR1 inh 46%&-2%[activator], D2 antag 16, mIDH1 inhibitor 12%&5%, D2 ag -0.3&-0.1, PI4K2A block -5&3, TRHR agonist -0.1&-0.4, USP1-UAF1 inh 1%&-3% and TRHR enhancer -2&2.
Screening COC(=O)c1nnn(-c2nonc2N)c1CSc1nnc(N)s1 returned TrxR1 substrate 10%, TrxR1 inh 19%, D2 antag 0, mIDH1 inhibitor 2%, D2 ag 2.2, PI4K2A block 4, TRHR agonist 0.1, USP1-UAF1 inh -19% and TRHR enhancer 7.
Screening Oc1ccc(CN2CCc3ccccc3C2)c2cccnc12 returned TrxR1 substrate -1%, TrxR1 inh inconclusive, D2 antag 65*, mIDH1 inhibitor 12%, D2 ag -0.9, PI4K2A block -3, TRHR agonist -0.2, USP1-UAF1 inh -21% and TRHR enhancer -6.
COc1ccc(CN(C)Cc2ccccc2)c(OC)c1OC was read as TrxR1 substrate -11%, TrxR1 inh -15%, D2 antag 11, mIDH1 inhibitor 3%, D2 ag -0.3, PI4K2A block 7, TRHR agonist -0.2, USP1-UAF1 inh -5% and TRHR enhancer 3.
C=C1C(=O)O[C@@H]2[C@H]3O[C@]3(C)CC/C=C(\C)CC[C@@H]12 was read as TrxR1 substrate 1%, TrxR1 inh 56µM*, mIDH1 inhibitor 12%, PI4K2A block 20 and USP1-UAF1 inh -20%.
COC(=O)CNC(=O)C(NC(=O)c1ccc(Cl)cc1)C(C)C (stereo unspecified) was read as TrxR1 substrate -3%, TrxR1 inh 1%, mIDH1 inhibitor 6%, PI4K2A block 4, TRHR agonist 0.2, USP1-UAF1 inh -5% and TRHR enhancer -4.

Screening results (PubChem)
